# PP1 counter: PP1-alpha (human) inhibition in PP5 counter-screen; AID 2235; 320,000 tested, 0.9% active; purified PP1alpha, OMFP fluorescence; P62136; inhibition, % at 6.7 µM;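 active = inhibition above the mean inhibition of all tested compounds plus 3 SD, computed separately for each screening campaign, cut at about 15% in these data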
# Target sequence (P62136 whole entry, looked up): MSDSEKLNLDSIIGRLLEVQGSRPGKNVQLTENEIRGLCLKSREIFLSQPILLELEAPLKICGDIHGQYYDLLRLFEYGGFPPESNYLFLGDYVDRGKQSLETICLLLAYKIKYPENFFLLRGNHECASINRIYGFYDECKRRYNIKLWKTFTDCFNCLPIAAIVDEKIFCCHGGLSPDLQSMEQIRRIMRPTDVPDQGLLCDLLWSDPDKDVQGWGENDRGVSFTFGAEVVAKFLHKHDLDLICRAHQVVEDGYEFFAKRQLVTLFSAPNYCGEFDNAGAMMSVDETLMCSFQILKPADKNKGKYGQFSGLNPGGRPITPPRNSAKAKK
# HCV core dimer: HCV core protein dimerization inhibition | TR-FRET GST/Flag-core106 dimerization, 1536-well | inhibition, % at 5 µM | 300,000 tested, 0.33% active | AID 1899;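 active = inhibition above the mean of all tested compounds plus 3 SD, set per screening campaign, cut at about 45% in these data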
#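 Material: Tagged HCV core106 pair (GST and Flag) | Amount: GST-core106 13.5 nM, Flag-core106 17 nM | Medium: KF-containing HEPES buffer, pH 7.45, DTT, CHAPS, BSA | Reagent: Eu donor and XL665 acceptor anti-tag antibodies | Schedule: 4 h at 22.5 °C | Technique: Time-resolved FRET, ex 340 nm, em 617 and 671 nm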
# ZTA DNA inh: ZTA (EBV) inhibition in EBNA-1 counter-screen; inhibition, % at 11 µM; 320,000 tested, 0.15% active; ZTA-DNA binding, fluorescence polarization; P03206; in the data active = inhibition above about 33%
# Target sequence (P03206 whole entry, looked up): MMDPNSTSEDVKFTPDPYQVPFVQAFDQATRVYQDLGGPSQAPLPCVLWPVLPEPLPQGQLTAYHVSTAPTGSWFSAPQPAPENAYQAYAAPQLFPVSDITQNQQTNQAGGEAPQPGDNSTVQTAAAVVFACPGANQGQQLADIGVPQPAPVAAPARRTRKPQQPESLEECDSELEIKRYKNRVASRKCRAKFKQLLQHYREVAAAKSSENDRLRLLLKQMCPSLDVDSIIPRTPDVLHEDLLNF
# CTSL1 counter: cathepsin L1 inhibition, PFM18AAP counter-screen | recombinant F. hepatica cathepsin L1, Z-Leu-Arg-MCA fluorescence | inhibition, % at 5.96 µM | 300,000 tested, 0.49% active;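 active = inhibition above the mean of all tested compounds plus 3 SD, set per screening campaign, cut at about 17% in these data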;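 note: 0% = plate median of test compound wells and 100% = 1 µM Z-Phe-Ala-diazomethylketone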
# PP5 primary: inhibitors of human protein phosphatase 5 (PP5). AID 1987. purified PP5c, OMFP substrate fluorescence. 320,000 tested, 0.18% active. inhibition, % at 6.7 µM;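 active = inhibition above the campaign's mean inhibition across all tested compounds plus 3 SD, cut at about 9.5% in these data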;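 note: 0% = DMSO only and 100% = 100 µM cantharidin control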
# CR mimetic SO: yeast age-related superoxide inhibition as caloric restriction mimetic; S. cerevisiae aged cells, superoxide DHE fluorescence; active compounds read low; superoxide response (% of plate mean), % at 10 µM; 330,000 tested, 0.18% active; AID 2690;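 active = superoxide response under a set limit, about three screen SD below normal, cut at about 65% in these data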;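 note: yeast aged for seven days with compound at 30 °C before DHE staining; 100% = average MFI of all compound-treated wells on the plate with controls excluded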
# TPT1 inhibitor: inhibitors of Candida albicans tRNA 2'-phosphotransferase TPT1. recombinant caTPT1, FP RNA substrate dephosphorylation. inhibition, % at 5 µM. 300,000 tested, 0.81% active;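 active = inhibition above the mean of all tested compounds plus 3 SD, set per screening campaign, cut at about 24% in these data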;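 note: plate controls were DMSO alone for no effect and ferristatin control at 100 nM for full effect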
# JMJD2C inh: inhibitors of human GASC-1 (JMJD2C) demethylase. GST-JMJD2C(1-420) H3K9me3 demethylation, DELFIA europium. AID 2099. inhibition, % at 2.35 µM. 330,000 tested, 0.069% active;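 active = more than half of a compound's replicate wells show inhibition beyond 50%, single wells judged on their own value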;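 note: signal counts dimethyl H3K9 product captured on neutravidin plate; 0% = median of DMSO wells and 100% = 0.3 times that DMSO median; strong numbers were not always called active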
# Target sequence (Q9H3R0 1-420 limits assumed): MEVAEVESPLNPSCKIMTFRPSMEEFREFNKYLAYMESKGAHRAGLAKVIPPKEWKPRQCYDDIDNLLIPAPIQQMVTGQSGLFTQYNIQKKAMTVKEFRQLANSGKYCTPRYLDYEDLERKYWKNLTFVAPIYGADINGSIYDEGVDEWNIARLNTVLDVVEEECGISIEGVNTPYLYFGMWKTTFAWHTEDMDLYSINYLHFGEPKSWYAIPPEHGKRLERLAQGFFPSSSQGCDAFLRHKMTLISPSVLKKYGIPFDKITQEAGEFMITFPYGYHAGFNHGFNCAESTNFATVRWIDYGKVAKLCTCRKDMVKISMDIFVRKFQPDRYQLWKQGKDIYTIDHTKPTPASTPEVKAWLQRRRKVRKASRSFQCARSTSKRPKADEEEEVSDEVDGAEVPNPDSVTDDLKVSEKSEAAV
# EBNA-1 inh: blocks EBNA-1 binding to DNA; EBNA-1 DNA binding, fluorescence polarization; inhibition, % at 14.8 µM; 300,000 tested, 0.34% active; in the data active = inhibition above about 28%
# * hit, by the source's call; / = no result given; & = joins results of further samples. Outcome played no part in choosing rows; about 3.1% have a hit in one of these screens.
no.	Structure	PP1 counter	HCV core dimer	ZTA DNA inh	CTSL1 counter	PP5 primary
1	O=C(NC1CCCCC1)C(c1cccs1)N(C(=O)C(F)(F)F)c1ccccc1 (centres undefined)	-3.4	1.3	0.7	-2.3	0.4
2	COc1cccc(CN2CCNC(=O)C2CC(=O)NCCn2nc(C)cc2C)c1OC (centres undefined)	-0.3	-2.7	-9.9	-5.7	0.4
3	CCC1=Nc2cc(C(=O)NCCN3CCOCC3)ccc2Sc2ccc(Br)cc21	1.8	-1.4	-2.4	1.4	0.9
4	Cc1ccc(N(CC(=O)NCc2ccccc2)C(=O)c2csnn2)cc1	1.9	3.2	9.5	-0.3	-0.7
5	COc1ccc(C2=NOC(C(=O)N3CCCCCC3)C2)cc1OC (centres undefined)	-3.9	-0.1	7.0	-0.3	-0.2
6	N#CC1(c2ccccc2)CCCN1C(=O)c1ccccc1Cl (centres undefined)	-1.8	2.2	21.0	-2.1	0.6
7	CCc1nnc(NS(=O)(=O)c2ccc(NC(=S)NC(=O)c3ccccc3)cc2)s1	10.1	1.1	17.7	-0.9	-1.3
8	CC(=O)OC1C([N+]2(C)CCCCC2)C[C@H]2C3CC[C@H]4C[C@H](OC(C)=O)C([N+]5(C)CCCCC5)CC4(C)[C@H]3CCC12C (some centres undefined)	0.4	0.4	2.7	2.1	-0.3
9	COCCNC(=O)c1ccc2c(c1)ncn2-c1ccc(F)c(F)c1	-1.4	-5.9	-25.9	-4.6	-0.8
10	Cc1nc(C(C)NC(=O)CCc2nnc(CCCc3ccccc3)o2)c(C)s1 (centres undefined)	1.4	-1.8	-21.0	-4.0	0.8

no.	CR mimetic SO	TPT1 inhibitor	JMJD2C inh	EBNA-1 inh
1	94.2	-3.6	1.5	17.5
2	88.4	-7.5	7.0	-12.5
3	86.3	-1.3	-11.5	-0.8
4	92.0	-0.5	-1.3	11.6
5	131.2	1.1	-2.2	5.0
6	92.0	-1.5	-14.0	-5.5
7	108.0	0.3	-7.0	5.0
8	88.7	-0.9	12.4	0.6
9	89.9	-6.4	-3.6	2.1
10	100.6	-3.9	31.4	-9.7

# Remaining list, next part.
no.	Structure	PP1 counter	HCV core dimer	ZTA DNA inh	CTSL1 counter	PP5 primary
11	O=C(/N=C1\NC(=O)C(F)(C(F)(F)F)S1)NC1CCCCC1 (centres undefined)	-1.1	4.5	-20.2	-1.6	4.1
12	COc1ccc(-c2cc(C(=O)N3CCN(C(=O)c4ccccc4F)CC3)[nH]n2)cc1	-3.1	-2.3	-9.2	3.1	2.8
13	COC(=O)C1CCN(C(=O)c2oc3c(Cl)cc(C)cc3c2C)CC1	0.6	2.2	-9.9	1.9	-0.7
14	Clc1ccc(SCc2nc3ccccc3[nH]2)cc1	3.0	-3.2	6.7	-3.5	-0.3
15	Cc1ccc(NC(=O)Nc2cccc(Cl)c2)c(C(=O)O)c1	0.6	6.5	10.2	4.8	0.9
16	C=CCc1ccc(OCCCNC2CCCC2)c(OC)c1	-1.9	-3.5	0.0	0.5	-1.2
17	O=C(NN1C(=O)NC2(CCCCC2)C1=O)c1ccc(-c2ccc([N+](=O)[O-])cc2)o1	-2.9	18.2	-12.9	-5.2	1.0
18	[O-][n+]1c2ccc3nonc3c2nn1-c1ccccc1Cl	-0.7	-5.9	8.5	2.9	1.8
19	CCC(C)[C@H](NC(=O)NCc1ccc(Cl)cc1)C(=O)O (some centres undefined)	5.2	0.4	7.7	-0.7	-2.5
20	Cn1cccc1C(=O)OCc1cc(Cl)cc2c1OCOC2	0.1	-2.6	-4.5	1.0	1.1

no.	CR mimetic SO	TPT1 inhibitor	JMJD2C inh	EBNA-1 inh
11	112.8	10.8	-36.7	-0.5
12	85.3	-1.0	54.1	-10.2
13	95.9	-2.7	-14.0	7.9
14	96.7	0.3	0.9	3.9
15	158.6	-1.0	2.7	3.1
16	105.2	-1.1	3.0	1.3
17	97.3	-0.5	1.0	9.4
18	93.0	-2.2	7.9	11.0
19	111.5	0.6	-3.6	-4.9
20	96.4	0.6	-3.4	-2.1

# Next part.
no.	Structure	PP1 counter	HCV core dimer	ZTA DNA inh	CTSL1 counter	PP5 primary
21	O=C(CN1C(=O)S/C(=C\c2cccc(Cl)c2)C1=O)NC1C=CS(=O)(=O)C1 (centres undefined)	-2.3	-1.8	-19.6	0.1	-0.2
22	Cn1c(SCC(=O)N2CCN(S(=O)(=O)c3ccc(Cl)cc3)CC2)nc2ccccc21	4.0	10.4	8.1	-4.5	2.8
23	CC(C)Oc1c(Cl)cc(CNC(C)(C)CO)cc1Cl	-0.9	1.8	6.2	-1.0	0.5
24	CCCCCN(C(=O)COC(=O)Cc1c(C)nc2ccccc2c1C)c1c(N)n(CCCC)c(=O)[nH]c1=O	0.6	-0.2	-6.2	-1.4	-0.1
25	O=C(NCCN1CCOCC1)c1ccc(Cl)cc1O	-3.0	5.7	5.3	-4.9	-0.2
26	N#CCSc1nc2ccccc2c(=O)n1C1CCCCC1	1.5	0.7	-5.8	-2.1	1.9
27	COc1ccc(C2CC(=O)N3C(=C2C#N)SCC3(O)c2ccccc2)cc1 (centres undefined)	-3.8	6.4	14.3	8.3	1.5
28	COc1ccc2cc(C(C)C(=O)OC(C)C)ccc2c1 (centres undefined)	-1.4	/	-2.1	/	0.5
29	CCC1CCCCN1S(=O)(=O)c1ccc(S(=O)(=O)N2CCN(S(=O)(=O)CC)CC2)cc1 (centres undefined)	9.2	11.1	-17.4	-2.6	2.1
30	O=C(NCc1nc2ccccc2[nH]1)C1=C[C@@H](C2CCCCC2)C[C@@H](OCCCCO)O1	1.2	7.7	5.5	4.4	2.0

no.	CR mimetic SO	TPT1 inhibitor	JMJD2C inh	EBNA-1 inh
21	99.5	-2.2	19.8	1.3
22	97.7	0.9	-12.2	-5.1
23	113.9	0.3	-4.5	-1.2
24	101.0	-3.4	3.8	-5.0
25	92.0	7.0	2.1	15.3
26	101.4	3.2	-33.4	-4.3
27	101.8	-0.4	-3.2	3.4
28	99.4	/	1.0	/
29	98.0	-3.3	-12.6&-0.7	-0.1
30	92.5	-0.8	0.6	8.6

# Results in HCV core dimer, TPT1 inhibitor and PP5 primary, for some of the entries so far:
no. | SMILES | HCV core dimer | TPT1 inhibitor | PP5 primary
23 | CC(C)Oc1c(Cl)cc(CNC(C)(C)CO)cc1Cl | 1.8 | 0.3 | 0.5
27 | COc1ccc(C2CC(=O)N3C(=C2C#N)SCC3(O)c2ccccc2)cc1 (centres undefined) | 6.4 | -0.4 | 1.5

# The list goes on.
no.	Structure	PP1 counter	HCV core dimer	ZTA DNA inh	CTSL1 counter	PP5 primary
31	CC(=O)N1c2ccc(S(=O)(=O)N3CCC(C(=O)N4CCCCC4)CC3)cc2CC1C (centres undefined)	-2.5	4.7	6.2	-3.3	0.6
32	COc1ccc(-c2noc(-c3ccccc3F)n2)cc1	-0.2	17.3	-4.8	1.9	2.2
33	O=S(=O)(c1cccc(Br)c1)N1CCN(C(=S)NCC2CCCO2)CC1 (centres undefined)	-2.7	-0.2	-9.4	-3.0	0.3
34	COc1nc2ccccc2nc1CCC(=O)O	-0.1	0.4	7.1	-0.1	-2.4
35	CCCCn1c(/N=C/c2c[nH]c3ccccc23)nc2ccccc21	-5.5	-0.6	-1.9	2.4	3.6
36	CC1Oc2ccccc2N(CC(=O)N2CCCC2)C1=O (centres undefined)	-6.2	1.8	9.8	9.6	7.4
37	Fc1ccc(-n2nnc(-c3ccccc3Br)n2)cc1	-11.0	-17.9	11.1	8.9	3.0
38	CN(C)S(=O)(=O)c1ccc(Cl)c(NC(=O)COC(=O)C2CSC3(C)CCC(=O)N23)c1 (centres undefined)	-5.0	2.7	15.8	-2.3	-2.4
39	CCCn1c(SCC(=O)N2CCCc3ccccc32)nnc1-c1ccco1	-0.2	-2.1	-12.5	1.1	0.6
40	O=C1OC(=O)C2C1[C@@H]1CC[C@H]2O1 (some centres undefined)	79.1*	-0.1	21.2	-0.6	76.9*

no.	CR mimetic SO	TPT1 inhibitor	JMJD2C inh	EBNA-1 inh
31	107.1	-5.1	7.2	10.5
32	104.7	-1.1	4.6	-2.9
33	151.0	0.1	3.4	-6.2
34	93.1	1.3	127.5	-2.6
35	87.8	3.3	1.9	-2.9
36	93.4	-1.2	1.5	-1.9
37	97.8	-3.6	-20.9	-1.4
38	100.6	0.9	12.4	3.6
39	93.3	-2.1	9.3	-1.0
40	83.3	-0.5	-3.1	0.8

# Following part:
no.	Structure	PP1 counter	HCV core dimer	ZTA DNA inh	CTSL1 counter	PP5 primary
41	CC1CCCCC1NC(=O)c1ccc(CNc2c(N3CCCC3)c(=O)c2=O)cc1 (centres undefined)	-2.5	5.0	-6.2	3.5	2.5
42	CCOc1ccc(NC(=O)CN(C)C(=O)Cn2c(=O)oc3ccccc32)cc1OCC	41.2*	0.5	-3.7	0.5	-2.1
43	COc1ccc(C2=NO[C@@H]3[C@@H]4C[C@@H]([C@H]5C(=O)N(C)C(=O)[C@@H]45)[C@H]23)c(OC)c1	0.8	-0.2	-8.7	-2.0	-1.4
44	Cc1ccc(NC(=O)COC(=O)c2c(-c3ccccc3)noc2C)c(C)c1	-2.2	/	-3.2	/	2.6
45	Cc1cccc(NC(=O)/C(=C\c2cccs2)NC(=O)c2ccccc2)c1	-0.6	-1.2	18.3	4.0	-0.9
46	CCN1CCN(C(=O)c2ccc(COc3ccc(Cl)cc3)o2)CC1	-2.6	-0.1	-7.7	0.2	-1.5
47	Cc1occc1C(=O)N1CCN(c2ccc([N+](=O)[O-])cc2)CC1	-1.5	25.8	4.6	-3.5	2.7
48	FC(F)Oc1ccc(-c2csc(=Nc3cccnc3)n2CC2CCCO2)cc1 (centres undefined)	-2.5	10.6	9.6	-1.7	-0.4
49	O=C(Nc1ccc(Cl)cc1)N1CCC(c2nc(-c3ccccc3Cl)no2)CC1	5.1	14.9	3.7	1.9	4.6
50	CC(=O)Nc1ccc(S(=O)(=O)NCCSCc2c(Cl)cccc2Cl)cc1	-0.9	3.1	3.5	0.9	0.8

no.	CR mimetic SO	TPT1 inhibitor	JMJD2C inh	EBNA-1 inh
41	99.8	-1.3	2.1	0.1
42	89.7	-0.7	1.6	-1.9
43	115.3	-2.6	-4.9	-2.6
44	81.5	/	-6.1	/
45	97.0	-2.9	-7.9	15.0
46	106.9	0.9	0.9	-4.7
47	112.8	-2.3	4.3	-1.3
48	135.1	0.9	-1.4	-6.0
49	91.7	4.9	24.0	-9.9
50	109.8	0.8	-0.6	5.1

# (further entries)
no.	Structure	PP1 counter	HCV core dimer	ZTA DNA inh	CTSL1 counter	PP5 primary
51	CC(NCc1ccc(N(C)C)cc1)C1CC2CCC1C2 (centres undefined)	-0.6	-2.0	-2.5	-1.9	-1.3
52	Cc1ccc(OCC(O)Cn2c(=N)n(CCN3CCCCC3)c3ccccc32)cc1 (centres undefined)	-2.2	-6.7	13.5	1.2	1.2
53	CCCNC(=O)c1ccccc1C(=O)NCCC	-2.3	-1.8	-5.9	0.2	1.5
54	Cc1cc2ccccc2nc1SCC(=O)N1c2ccccc2CC1C (centres undefined)	0.1	7.6	19.3	3.5	-0.2
55	O=C(CCCC(=O)N(CC(=O)NC1CCCC1)c1ccc(F)c(Cl)c1)Nc1ccccn1	0.1	1.8	-0.3	-0.7	1.0
56	Cc1cc(C)nc(SCc2ccc(C(=O)O)o2)n1	-1.9	-7.8	-25.2	1.8	0.5

no.	CR mimetic SO	TPT1 inhibitor	JMJD2C inh	EBNA-1 inh
51	109.2	1.9	-1.8	-2.9
52	70.8	0.0	6.9	3.6
53	114.2	-2.1	-5.2	2.0
54	100.2	4.6	-1.8	-6.0
55	99.2	1.0	4.8	-9.3
56	97.6	-3.5	-8.3	7.4
